# NCI-60 one-dose screen, 48 h, at 10 µM unless noted. Numbers give growth in % (100 = growth as untreated, 0 = no growth, -100 = all killed).
# UACC-257 = UACC-257 melanoma. 78,000 tested, 4.4% active
# MDA-MB-435 = MDA-MB-435 melanoma; 82,000 tested, 7.8% active; AID 1794794
# SK-MEL-2 = SK-MEL-2 melanoma; 77,000 tested, 4.7% active; AID 1794763
# SK-MEL-5 = SK-MEL-5 melanoma; 80,000 tested, 6.4% active; AID 1794755
# SK-MEL-28 = SK-MEL-28 melanoma. 81,000 tested, 4.1% active
# LOX IMVI = LOX IMVI melanoma; 79,000 tested, 7.4% active; AID 1794757
# MALME-3M = MALME-3M melanoma; 78,000 tested, 5.8% active
# UACC-62 = UACC-62 melanoma; 81,000 tested, 5.4% active; AID 1794756
# * hit, by the source's call; . = not tested or not shown. Rule for the calls: active = growth percent below 10; inactive = the rest.
SMILES,UACC-257,MDA-MB-435,SK-MEL-2,SK-MEL-5,SK-MEL-28,LOX IMVI,MALME-3M,UACC-62
C#CCn1cc(C(=O)c2ccccc2O)cc(-c2ccccc2)c1=O,100,100,98,100,98,111,122,81
O=c1[nH]c(NCc2ccccn2)nc2sc3c(c12)CCCC3,83,100,.,97,108,101,116,83
S=c1n(CN2CCCCC2)nc(-c2cc(Cl)cc(Cl)c2Cl)n1/N=C/c1ccc(Cl)cc1,96,99,94,92,117,108,99,91
CN1C(=O)CNC(=O)[C@H](NC(=O)c2nc3ccccc3cc2O)CSSC[C@H]1C(=O)NCCc1nc2ccccc2cc1O,79,42,-17*,38,63,-11*,110,35
SCCCCCCS,98,107,124,104,103,111,107,104
COc1cc(-c2noc([C@@H](C)NS(=O)(=O)c3ccc(C)cc3)n2)cc(OC)c1OC,105,104,102,98,110,.,98,93
CC(C)(C)c1ccc(C(=O)Nc2ccc(S(N)(=O)=O)cc2)cc1,122,91,116,94,103,88,109,103
C=C(C=O)[C@@H]1CC=C(C=O)CC1,-9.8*,-31*,.,-41*,-43*,-0.2*,-31*,-22*
COc1ccc(-c2ncnc3c2ncn3CC#CCCl)cc1,59,40,53,62,87,-32*,20,51
OC(c1ccc(Cl)cc1)(c1ccc(Cl)cc1)C(O)(c1ccc(Cl)cc1)c1ccc(Cl)cc1,65,29,68,72,74,11,71,51
O=C(O)c1cccc(-c2ccc(/C=N/NC(=O)c3[nH]c4ccc(Br)cc4c3-c3ccccc3)s2)c1,85,10,26,30,44,.,58,19
C#Cc1ccc(-n2c(/C=C/c3ccc4ccccc4n3)nc3ncccc3c2=O)cc1,-73*,-12*,-67*,-98*,-53*,-51*,-63*,-65*
CCCCc1nc(Cl)c(C2CC(C3C(=O)N(C)C(=O)N(C)C3=O)=NN2C(C)=O)[nH]1 (configuration not stated),90,109,104,107,103,97,112,98
CC1CCc2c(sc3nc(SCC(=O)c4cccc(Br)c4)n(-c4ccccc4)c(=O)c23)C1 (configuration not stated),91,30,99,66,73,45,97,90
CCN1CCN(Cc2ccc(C(=O)Nc3cccc(C#Cc4cccc5[nH]nc(N)c45)c3)cc2C(F)(F)F)CC1,-89*,-69*,-81*,.,-95*,-93*,-76*,-75*

# Part of the list above in a different format:
smiles	UACC-257	MDA-MB-435	SK-MEL-2	SK-MEL-5	SK-MEL-28	LOX IMVI	MALME-3M	UACC-62
COc1ccc(-c2ncnc3c2ncn3CC#CCCl)cc1	59	40	53	62	87	-32*	20	51
OC(c1ccc(Cl)cc1)(c1ccc(Cl)cc1)C(O)(c1ccc(Cl)cc1)c1ccc(Cl)cc1	65	29	68	72	74	11	71	51
SCCCCCCS	98	107	124	104	103	111	107	104
CN1C(=O)CNC(=O)[C@H](NC(=O)c2nc3ccccc3cc2O)CSSC[C@H]1C(=O)NCCc1nc2ccccc2cc1O	79	42	-17*	38	63	-11*	110	35
C#Cc1ccc(-n2c(/C=C/c3ccc4ccccc4n3)nc3ncccc3c2=O)cc1	-73*	-12*	-67*	-98*	-53*	-51*	-63*	-65*
C#CCn1cc(C(=O)c2ccccc2O)cc(-c2ccccc2)c1=O	100	100	98	100	98	111	122	81

# Next section
SMILES,UACC-257,MDA-MB-435,SK-MEL-2,SK-MEL-5,SK-MEL-28,LOX IMVI,MALME-3M,UACC-62
Cc1ccc(C(C)(C)C)c(O)c1,98,107,108,102,100,95,105,96
O=c1c2ccccc2nc(-c2ccccc2)n1-c1ccc(S(=O)(=O)Nc2ccccn2)cc1,108,105,103,99,107,96,92,99
O=C(CCN1C(=O)/C(=C/c2ccc(O)cc2)SC1=S)Nc1ccccc1O,100,98,108,97,95,93,91,91
CC(=O)C1(O)CCC2C3CCC4CC(=O)CCC4(C)C3C(=O)CC21C (configuration not stated),100,97,.,101,104,99,108,95
CCCCCCCCCCCCC1CCC/C=C\CCC(=O)O1 (configuration not stated),119,104,96,104,118,105,108,101
COc1ccc(S(=O)(=O)NCCNc2nccc(-c3c(-c4cccc(F)c4)nc4sccn34)n2)cc1,67,15,58,9.6*,60,33,49,39
CCOC(=O)c1cnn(-c2ccc(S(N)(=O)=O)cc2)c1N,96,109,94,113,106,97,104,98
COc1ccc(OC)c(C2NC(=O)NC(C)=C2C(=O)c2ccc(Cl)cc2)c1 (configuration not stated),.,106,89,106,122,97,101,96
Cc1cc(N)c(-n2[nH]c(=O)cc2C)cc1C,110,112,.,112,111,96,141,.
CCOc1ccc(NC(=O)c2cc3ccccc3cc2O)cc1,76,110,110,97,87,101,112,75
CN(C)c1ccc(C(=O)C(=O)c2ccc(N(C)C)cc2)cc1,101,102,108,92,103,100,101,92
CC(C)(C)n1cc(-c2ccnc(NCCNS(=O)(=O)c3ccc(Br)cc3)c2)c(-c2cccc(O)c2)n1,36,28,30,-19*,38,13,20,50
CCCCCC(=C/c1ccccc1)/C=N/N=C(N)N,.,-80*,-56*,-91*,-90*,-38*,37,.
Cc1ccc(-c2cc(CS(=O)(=O)N3CC=CC3)on2)cc1,97,102,105,101,111,105,104,96
CC(=O)Oc1cccc2c1C(=O)C1CC=CC(OC(C)=O)C1C2=O (configuration not stated),103,108,115,95,115,80,110,98
COc1ccc(OC)c2c1C(=O)CC2C (configuration not stated),107,102,121,94,101,100,87,96
NC1=NC(c2ccc(Cl)cc2)C2=C(N1)/C(=C/c1ccc(Cl)cc1)CCC2 (configuration not stated),79,-0.5*,95,87,99,-70*,98,74
COc1ccc(N(C)c2nc(Cl)nc3ccn(C)c23)cc1,50,-26*,19,-44*,49,28,85,39
COc1ccc(/C=C(/C)c2ccc3ccc(OC)cc3[o+]2)c(O)c1,90,38,94,62,96,-16*,85,51
CCN1CCCC(O)C1 (configuration not stated),97,102,92,101,106,95,97,107
CC(=O)CC(C)=NCCN=C(C)CC(C)=O,109,107,129,116,118,107,123,103
C/C(=C(/c1ccc(Cl)cc1)c1ccc(OCCN2CCOCC2)cc1)c1ccc(Cl)cc1,104,99,.,114,104,87,99,100
COc1cc(-c2nc(N3CCN(c4ccc(Cl)cc4)CC3)c3ccccc3n2)cc(OC)c1OC,98,97,104,94,106,97,102,87
COc1ccc(/C=C2/SC(N3CCN(c4ccc(C)c(Cl)c4)CC3)=NC2=O)cc1OC,101,100,104,97,107,95,95,95
O=C1C=Cc2ccccc2/C1=C/c1nc(-c2ccccc2)oc1O,105,97,99,92,106,85,74,94
COc1ccc(C2=NN(C(=O)c3cc(-c4ccc(C)cc4)nc4ccccc34)C(c3cc(-c4ccccc4)nn3-c3ccccc3)C2)cc1OC (configuration not stated),103,89,91,93,89,84,105,87
O=C1CCN(CCCN2CCC(=O)N(Cc3ccccc3)C2=S)C(=S)N1Cc1ccccc1,89,108,115,82,105,90,100,80
CCOC(=O)C1CCN(S(=O)(=O)c2ccc(Oc3ccc(S(=O)(=O)N4CCC(C(=O)OCC)CC4)cc3)cc2)CC1,101,99,109,67,117,.,95,88
N#CC1=C(N)Oc2cc(N)ccc2C1c1cccnc1 (configuration not stated),109,72,97,99,102,95,99,101
N#Cc1c(-c2ccc(C(F)(F)F)cc2)cc(NCC2CCS(=O)(=O)CC2)n2c1nc1ccccc12,.,93,90,78,96,78,.,81
CC(C)c1ccc(NC(=O)Nc2ccc(NC(=O)CCCC(=O)Nc3ccccn3)cc2)cc1,86,68,89,55,72,62,57,46
COc1cccc2c1c1c(n2CC(=O)NCCN(C)C)-c2ccccc2C1=O,103,118,118,101,99,92,113,93
CC1CN(Cc2ccco2)C(=S)NC1=O (configuration not stated),107,108,101,105,120,102,133,89
COC(=O)c1cc(C(=O)C(=O)O)ccc1O,105,108,103,102,106,101,109,101
OC1CCN(CCCOc2c3ccc(Cl)cc3nc3c2oc2ccc(Cl)cc23)CC1,-13*,-70*,51,-7.8*,-85*,-93*,-67*,-68*
Cc1cc(C)nc(NS(=O)(=O)c2ccc(NC3=C(Cl)C(=O)c4ncccc4C3=O)cc2)n1,119,14,107,93,121,76,103,96
Cc1c2cccnc2c(C)c2c1c1ccccc1n2C,111,73,93,87,94,42,79,61
Cc1ccc(-c2nn(Cc3cn(-c4cc(C)nc5ccccc45)nn3)c3ncnc(N)c23)cc1,43,50,76,41,69,52,53,.
C/C(=C/C(=O)O)c1ccccc1,.,110,111,.,117,103,103,106
CC1=C(C(=O)Nc2ccccn2)C(c2cn(-c3ccccc3)nc2-c2ccc(F)cc2)C(C(=O)Nc2ccccn2)=C(C)N1,103,87,95,91,95,84,101,81
CC(=O)Nc1ccc(-c2cn(-c3cccc(C(=O)Nc4cccc(OC(F)(F)F)c4)c3)nn2)cn1,90,61,95,97,93,89,26,74
CCCCCCCCCCCCCCCCS(=O)(=O)Nc1cc(C(=O)NN)cc(C(=O)NN)c1,107,90,114,74,92,70,85,70
NC(=O)N1CCN(C(N)=O)CC1,102,100,110,98,110,103,102,109
Clc1ccccc1NCSC1=NCCS1,97,108,151,103,108,93,109,106
O=C(C[Si](CC(=O)c1cccc(C(F)(F)F)c1)CC(=O)c1cccc(C(F)(F)F)c1)c1cccc(C(F)(F)F)c1,82,26,94,100,99,73,77,67
O=c1[nH]n(C(=S)N/N=C/c2ccccc2Cl)c(=O)c2ccccc12,37,22,-33*,5.8*,-26*,.,28,-65*
COc1ccc(OC)cc1,102,102,110,99,109,99,97,94
CNC(=O)OCn1cnc(Cl)c1Cl,92,103,.,99,103,99,97,104
CCCNC(=O)c1sc2ncnc(Oc3ccc(NC(=O)Nc4cccc(OC)c4)cc3)c2c1C,.,102,93,70,104,92,109,90
Clc1ccc(-c2cnc3nonc3n2)cc1,82,95,104,86,102,84,103,85
Cn1cc(-c2nc(-c3c[nH]c4c(Cl)nccc34)cs2)c2cc(F)ccc21,70,99,96,94,112,109,120,97
O=C1CCN(S(=O)(=O)c2ccc(OC(F)(F)F)cc2)CC1,99,102,112,101,96,104,94,90
O=C1/C(=C/c2ccccc2O)Oc2cc(O)ccc21,108,101,121,99,104,102,110,95
CCOC(=O)C(CC(=O)c1ccccc1)(NC(C)=O)C(=O)OCC,80,96,89,106,104,94,107,102
CCOC(=O)c1oc2cc(O)cc(C)c2c1C,120,107,99,109,115,106,140,99
O=C(NCCCN1CCN(CCCNC(=O)C2CCCCC2)CC1)C1CCCCC1,97,96,98,105,100,101,94,98
CS(=O)(=O)c1ccc(-c2nc3ccccc3n2CC(N)=O)cc1,81,109,.,102,114,98,101,95
Nc1cc(C(F)(F)F)ccc1F,98,92,105,.,98,99,93,97

# Quoted at random: 3 records from the list, in no set order.
SMILES,UACC-257,MDA-MB-435,SK-MEL-2,SK-MEL-5,SK-MEL-28,LOX IMVI,MALME-3M,UACC-62
CCCNC(=O)c1sc2ncnc(Oc3ccc(NC(=O)Nc4cccc(OC)c4)cc3)c2c1C,.,102,93,70,104,92,109,90
S=c1n(CN2CCCCC2)nc(-c2cc(Cl)cc(Cl)c2Cl)n1/N=C/c1ccc(Cl)cc1,96,99,94,92,117,108,99,91
N#Cc1c(-c2ccc(C(F)(F)F)cc2)cc(NCC2CCS(=O)(=O)CC2)n2c1nc1ccccc12,.,93,90,78,96,78,.,81

# One compound at a time, from the list above. Values in the order: UACC-257 | MDA-MB-435 | SK-MEL-2 | SK-MEL-5 | SK-MEL-28 | LOX IMVI | MALME-3M | UACC-62
# Clc1ccc(-c2cnc3nonc3n2)cc1 is listed as 82 | 95 | 104 | 86 | 102 | 84 | 103 | 85
# CCOC(=O)c1oc2cc(O)cc(C)c2c1C is listed as 120 | 107 | 99 | 109 | 115 | 106 | 140 | 99
